NOD1 NF-kB reporter = NOD1 signaling inhibitors, primary screen, cell-based, luminescence, uHTS (AID 1578); NOD1-driven NF-kB luciferase reporter cells, luminescence; higher % means a stronger effect; inhibition, % at 4 µM, or EC50 in µM where a hit was titrated; hit rate 1% among 290,000; in the data active = inhibition mostly above about 36%, no sharp cut-off; inactive = mostly below about 34%;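 also: HEK-293T reporter cells stimulated with the NOD1 agonist gamma-tri-DAP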
HEK293 NOD2/NF-kB = NOD2 signaling inhibitors, cell-based, luminescence, uHTS, HEK293 (AID 1566) | HEK293 NOD2/NF-kB luciferase reporter, luminescence; higher % means a stronger effect | inhibition, % at 4 µM; hits with a dose series show EC50 in µM | hit rate 0.63% among 290,000; in the data active = inhibition above about 50%; also: many of its hits are not listed in these tables
The depositor's hits bear a star. These rows are one share of the data (hit frequency here may not be typical).

SMILES | NOD1 NF-kB reporter | HEK293 NOD2/NF-kB
CC(C)(C)c1ccc(C(=O)NC(=S)NCc2ccco2)cc1 | -11% | 25%
CCc1ccccc1NC(=O)NCCN1CCCCC1 | -10% | 3%
Cc1ccc(C(=O)N/C(=C\c2ccc(F)cc2)C(=O)NCCN2CCOCC2)cc1 | -29% | -3%
CC(C)NC(=O)[C@@H]1CSC2c3ccccc3C(=O)N21 (some centres undefined) | 4% | -5%
O=C1CN(C(=O)c2c(F)cccc2F)C(c2ccc(F)cc2)c2cc(Br)ccc2N1 (centres undefined) | 13% | 10%
Cc1ccc(C)c(NC(=O)CCN2CC(C)CC(C)C2)c1 (centres undefined) | -30% | 1%
CCN1CCN(CCCNC(=O)CCC(=O)N2CC(C)Oc3ccc(C)cc32)CC1 (centres undefined) | -6% | 14%
CSCCC(=O)NC1CCCN(CCc2ccccc2)C1 (centres undefined) | -20% | 6%
Cc1ccc2nc3c(cc(C(=O)NCCN4CCOCC4)c(=N)n3CCCN3CCOCC3)c(=O)n2c1 | -20% | 12%
O=[N+]([O-])c1ccc(OCCCOc2cccc3cccnc23)cc1 | -13% | 7%
O=C(NCc1ccccn1)Nc1ccc(Br)cc1 | -41% | -3%
COc1ccc(NC(=O)c2sc3nc(C)nc(N4CCN(c5ccccn5)CC4)c3c2C)cc1Cl | -19% | 10%
COC(=O)c1ccc(C)c(-n2c(=O)n(Cc3ccccc3)c(=O)c3[nH]cnc32)c1 | -5% | 18%
CSc1ccccc1NC(=O)c1cccc(S(=O)(=O)N2CCN(C)CC2)c1 | -20% | 13%
Cc1cc(NC(=O)Cn2nc(C(=O)O)c3ccccc3c2=O)c([N+](=O)[O-])cc1C | -13% | -4%
Cc1nn(C)cc1C(C)NC(=O)c1cc(COc2ccc(F)c(F)c2)on1 (centres undefined) | -10% | 5%
CCC(=O)Nc1c2c(nn1-c1ccc(C)cc1)CS(=O)(=O)C2 | -14% | 19%
CCc1ccccc1N(CC(=O)NCc1ccc(OC)cc1)C(=O)CCC(=O)Nc1ccccn1 | -27% | 5%
Cn1ccnc1CN1CCN(C(=O)c2cc(COc3ccc(F)c(F)c3)on2)CC1 | -23% | -2%
O=C(COc1ccccc1)NCC(=O)N/N=C/c1ccc(Br)cc1 | -3% | -11%
COc1ccccc1NC(=S)N1CCCCCC1 | -31% | 1%
O=C(Nc1ccnn1C1CCN(CCCC2CCCC2)CC1)c1ccccc1 | -12% | 5%
CCOc1ccc(NC(=O)CN(C)C(=O)c2ccc(C)c(S(=O)(=O)N3CCCCC3)c2)cc1OCC | -30% | 11%
COc1ccc(C(=O)N(C)Cc2ccon2)cc1OC1CCN(C(C)C)CC1 | -14% | -14%
CC(=O)c1ccc(OC(=O)c2nc(-c3ccccc3)oc2C)cc1 | -9% | 1%
CCN1CCN(C(=O)C2CCN(S(=O)(=O)c3ccc4c(c3)NC(=O)C(C)S4)CC2)CC1 (centres undefined) | 20% | 25%
COc1ccc(C)cc1NC(=O)c1ccc(CN2CCc3ccccc3C2)cc1 | -4% | -28%
CCCn1cc(S(=O)(=O)c2ccc(F)cc2)c(=O)c2cc(OCC)ccc21 | -20% | 7%
CC(Oc1ccc(Br)cc1)C(=O)N1CCN(c2ccccn2)CC1 (centres undefined) | -38% | -4%
COc1ccc(CCNC(=O)Cn2nc(C)c3c(C)n(-c4ccccc4)nc3c2=O)c(OC)c1 | -25% | 15%
CN1CCN(CCCNC(=O)CCc2nnc3n(Cc4ccccc4Cl)c(=O)c4ccccc4n23)CC1 | -1% | 21%
COc1ccc(C(C)=O)cc1CC(=O)Nc1ccccc1-c1ccccc1 | -5% | 11%
COc1ccc(CC(=O)N/N=C/c2cccs2)cc1OC | 5% | 8%
O=C(CN1CCc2ccccc2C1)Nc1ccc(F)cc1 | -24% | 6%
Cc1ccccc1C(=O)NC(=S)Nc1ncccn1 | -50% | -16%
O=C(Nc1cccc(F)c1)NC1CCCc2ccccc21 (centres undefined) | -11% | -14%
O=C(NCc1cccc(F)c1)C1CCC(=O)N(C2CC2)C1 (centres undefined) | -35% | -8%
Cc1ccc(NC(=O)CCc2c(C)nn(-c3ccc(N4CCCCC4)nn3)c2C)cc1 | -23% | -11%
O=C(c1ccc(S(=O)(=O)Nc2cccc(C(F)(F)F)c2)cc1)N1CCC1 | -21% | 21%
O=C(COc1ccccc1F)N1CCCc2ccccc21 | -24% | -2%
CC1=C(C(N)=O)C(c2ccc(Cl)c(Cl)c2)n2ncnc2N1 (centres undefined) | -2% | 5%
Cc1cc(C)nc(N/N=C/c2c(CO)cnc(C)c2O)n1 | -10% | 6%
CC(=O)c1ccc(OCCCCOc2ccc(C(C)=O)cc2)cc1 | -5% | -6%
CC(C)(C)c1ccc(Cn2nnc3c(=O)[nH]c(C4CCCN(C(=O)c5cccs5)C4)nc32)cc1 (centres undefined) | -12% | 2%
COc1ccc(S(=O)(=O)Nc2ccccc2C(=O)N2CCOCC2)cc1OC | -45% | 1%
Cc1cc(NC(=O)COC(=O)C(C)Oc2ccc(Cl)cc2Cl)no1 (centres undefined) | -5% | 10%
COC(=O)c1ccc(Cn2nnc3c(=O)[nH]c(C4CCCN(S(=O)(=O)c5ccc(C)cc5)C4)nc32)cc1 (centres undefined) | 12% | -18%
Cc1cc(C)cc(OCC(=O)NC(C)c2ccccc2)c1 (centres undefined) | -2% | 20%
Cc1cc(C)cc(N(CC(=O)NCc2ccco2)S(=O)(=O)c2ccccc2)c1 | -9% | -5%
Cc1ccc(Cn2c(N3CCN(CCO)CC3)nc3c2c(=O)n(C)c(=O)n3C)cc1 | -3% | 3%
CCn1c(N2CCN(Cc3ccc([N+](=O)[O-])cc3)CC2)nc2ccccc21 | 3% | 11%
COc1ccc(CNC(=O)[C@H](Cc2ccccc2)NC(=O)C2CCNCC2)cc1 | -17% | 15%
CCc1nn(C(C)C(=O)N(C)Cc2ccccc2)c(=O)c2cc3occc3n12 (centres undefined) | -3% | 0%
O=C(CN1C(=O)S/C(=C\c2ccccc2F)C1=O)NC1C=CS(=O)(=O)C1 (centres undefined) | -67% | -2%
Nc1c2c(nn1-c1ccc(F)cc1)CSC2 | 9% | -3%
CS(=O)(=O)c1ccc2nc(NC(=O)c3cc([N+](=O)[O-])cc([N+](=O)[O-])c3)sc2c1 | -4% | 3%
Cc1cc(OCC(=O)N[C@@H](CSCc2ccccc2)C(=O)O)c2c(C)c(C)c(=O)oc2c1 | -25% | 0%
Cc1ccc(OC(F)F)c(NC(=O)Nc2ccc3c(c2)OCO3)c1 | -23% | -5%
O=C(O)CC(C(=O)O)c1ccc(OCCCCOc2ccc(C(CC(=O)O)C(=O)O)cc2)cc1 (centres undefined) | -5% | 20%
CCCCOC(=O)c1ccc(NC(=S)NC(=O)c2ccco2)cc1 | 12% | 3%

Looked up by compound from the entries so far:
SMILES | NOD1 NF-kB reporter | HEK293 NOD2/NF-kB
CCc1ccccc1N(CC(=O)NCc1ccc(OC)cc1)C(=O)CCC(=O)Nc1ccccn1 | -27% | 5%
O=C(NCc1ccccn1)Nc1ccc(Br)cc1 | -41% | -3%
Cc1cc(NC(=O)Cn2nc(C(=O)O)c3ccccc3c2=O)c([N+](=O)[O-])cc1C | -13% | -4%
Cc1ccc2nc3c(cc(C(=O)NCCN4CCOCC4)c(=N)n3CCCN3CCOCC3)c(=O)n2c1 | -20% | 12%
CCC(=O)Nc1c2c(nn1-c1ccc(C)cc1)CS(=O)(=O)C2 | -14% | 19%

6 neighbouring records from above:
SMILES | NOD1 NF-kB reporter | HEK293 NOD2/NF-kB
CCc1nn(C(C)C(=O)N(C)Cc2ccccc2)c(=O)c2cc3occc3n12 (centres undefined) | -3% | 0%
O=C(CN1C(=O)S/C(=C\c2ccccc2F)C1=O)NC1C=CS(=O)(=O)C1 (centres undefined) | -67% | -2%
Nc1c2c(nn1-c1ccc(F)cc1)CSC2 | 9% | -3%
CS(=O)(=O)c1ccc2nc(NC(=O)c3cc([N+](=O)[O-])cc([N+](=O)[O-])c3)sc2c1 | -4% | 3%
Cc1cc(OCC(=O)N[C@@H](CSCc2ccccc2)C(=O)O)c2c(C)c(C)c(=O)oc2c1 | -25% | 0%
Cc1ccc(OC(F)F)c(NC(=O)Nc2ccc3c(c2)OCO3)c1 | -23% | -5%

Next records:
SMILES | NOD1 NF-kB reporter | HEK293 NOD2/NF-kB
COc1ccc(S(=O)(=O)N2CCN(C)CC2)cc1NC(=O)c1ccccc1F | -38% | -2%
O=C(Nc1ccccc1Cl)C1CCCN(S(=O)(=O)c2cccc3cccnc23)C1 (centres undefined) | 0% | 19%
CC(=O)Nc1cccc(-c2cc(C)c3cc4c(cc3n2)OCO4)c1 | -6% | -24%
COc1cccc(NC(=S)N2C3CCCC2CC(NC(=O)C2CC2)C3)c1 (centres undefined) | -11% | -12%
CC(Sc1nnc(-c2ccccc2Br)o1)C(=O)N1CCOCC1 (centres undefined) | -25% | -5%
CC(C)(C)OC(=O)NCCCC[C@H](NC(=O)[C@H](Cc1c[nH]c2ccccc12)NC(=O)OCc1ccccc1)C(=O)O | -9% | 4%
COc1ccc(Cc2nc3ccc(C(=O)NCC4COCCO4)cc3o2)cc1 (centres undefined) | -19% | -12%
CN(N)c1nc(-c2ccccc2)cc(-c2ccccc2)n1 | -19% | -2%
CCn1cc(C(=O)N[C@@H](CCSC)C(=O)NCCOC)c(=O)c2cc3c(cc21)OCO3 | -12% | -12%
O=C1c2ccccc2C(=O)N1CCOc1cccc(Br)c1 | -53% | -23%
O=C(C1=C(O)C(=O)N(CCCn2ccnc2)C1c1ccccc1)c1ccco1 (centres undefined) | 4% | 0%
O=C(CCc1ccccc1)Nc1nccs1 | -26% | -1%
CC(=O)N1CCCc2cc(S(=O)(=O)N3CCCC3)ccc21 | -30% | -1%
COc1cc(C(=O)Nn2c(CC(C)C)nc3ccccc3c2=O)cc(OC)c1OC | -24% | -12%
CCc1ccccc1N(CC(=O)NCC1CCCO1)C(=O)CCC(=O)Nc1cc(C)on1 (centres undefined) | -31% | 4%
CCC1CCCCN1CCCNC(=O)CNC(=O)c1nn(-c2ccc(OC)c(Cl)c2)c(=O)c2ccccc12 (centres undefined) | -33% | 20%
O=C1Nc2cc(C(=O)NCCCN3CCCC3)ccc2S/C1=C/c1ccccc1F | -5% | 27%
COC(=O)c1ccc(CNC(=O)C23CC4CC(CC(C4)C2)C3)cc1 | -19% | -4%
COc1ccc(-c2noc(CCC(=O)NC3CCCCCC3)n2)cc1 | -10% | -11%
Cc1ccc(NC(=O)CCc2c(C)nn(-c3ccc(N4CCOCC4)nn3)c2C)c(C)c1 | 16% | 5%
CN(C)c1ccc(C(=O)N/N=C/c2ccccn2)cc1 | -51% | -27%
COc1ccc(Br)cc1/C=N/n1c(C)nc2ccccc2c1=O | 1% | 11%
COc1ccc2c(C)cc3nnnn3c2c1 | -8% | 5%
CCOC(=O)C1CCN(C(=O)c2ccc3c(c2)NC(=O)/C(=C\c2ccc(C)cc2)S3)CC1 | 1% | 19%
NS(=O)(=O)c1ccc(CNC(=O)CNC(=O)c2ccc(F)cc2)cc1 | 9% | 15%
Cc1nnc(NC(=O)CSc2nnc3c(n2)[nH]c2ccc(Br)cc23)s1 | -10% | 2%
O=C1CCN(CCCc2ccccc2)CCN1CCO | 9% | -51%
COc1ccccc1/C=N/Nc1cc(C)nc2ccc(C)cc12 | 51% | -38%
O=C(NCCc1ccccc1)c1ccc(CS(=O)Cc2cccc(Cl)c2)o1 (centres undefined) | -21% | 8%
O=C1CC(N2CCN(c3ccc(F)cc3)CC2)C(=O)N1c1ccc(F)cc1 (centres undefined) | -6% | 3%

Single records (already shown).
O=C(NCCc1ccccc1)c1ccc(CS(=O)Cc2cccc(Cl)c2)o1 (centres undefined) is entered as NOD1 NF-kB reporter: -21%; HEK293 NOD2/NF-kB: 8%
O=C1Nc2cc(C(=O)NCCCN3CCCC3)ccc2S/C1=C/c1ccccc1F is entered as NOD1 NF-kB reporter: -5%; HEK293 NOD2/NF-kB: 27%

The list continues.
SMILES | NOD1 NF-kB reporter | HEK293 NOD2/NF-kB
CCc1ccc(/C=C2/SC(=S)N(CCC(=O)Nc3cccc(C(=O)O)c3)C2=O)cc1 | 8% | -11%
Cc1ccc(N2CC(C(=O)N3CCC(C(=O)Nc4nncs4)CC3)CC2=O)cc1 (centres undefined) | -16% | 7%
CCc1ccc(NC(=O)c2cc(-c3ccc4c(c3)OCO4)on2)cc1 | -34% | -10%
O=C1COc2ccc(S(=O)(=O)N3CCN(c4cccc(C(F)(F)F)c4)CC3)cc2N1 | 16% | 25%
COc1cc(/C=N/NC(=O)c2ccc(NC(=O)C3CC3)cc2)ccc1OC(C)=O | -26% | -13%
CN(Cc1nccn1C)C(=O)c1ccc(OC2CCN(CCc3ccccc3)CC2)cc1 | -11% | 12%
Cc1cc(/C=C(\C#N)C(=O)NCc2ccccc2)cc(C)c1O | 28% | 18%
COc1ccccc1OCC(=O)NNC(=O)CCCC(=O)NNC(=O)COc1ccccc1OC | -20% | -6%
CCCC(=O)N(Cc1cc(=O)[nH]c2ccccc12)c1ccc(C)cc1 | 0% | 17%
CCOC(=O)N1CCC(NC(=O)CSCc2nc(-c3ccc(C)cc3)oc2C)CC1 | -8% | 21%
CCOC(=O)N1CCC(C(=O)NNC(=O)c2ccc(Cl)cc2Cl)CC1 | -19% | -4%
O=C(CN1CCN(S(=O)(=O)c2ccc(Cl)cc2)CC1)NC1CCCC1 | -23% | -2%
COc1ccc(/C=C2\SC(=S)N(CCC(=O)Nc3ccccc3C(=O)O)C2=O)cc1 | 0% | 9%
N#Cc1cccc(S(=O)(=O)Nc2c(NC3CCCCC3)c3ccccc3oc2=O)c1 | -35% | 4%
CCOc1ccc(C2C(C#N)=C(N)N(N(C)C)C3=C2C(=O)CC(C)(C)C3)cc1 (centres undefined) | 10% | 26%
COc1ccc(N2CCN(C3CCCN(Cc4ccc(F)cc4)C3)CC2)cc1 (centres undefined) | 13% | -15%
CCC(C)NC(=O)C1CCN(S(=O)(=O)c2ccc3nc4c(c(C(=O)O)c3c2)CCCCC4)CC1 (centres undefined) | -1% | 8%
